High-throughput results deposited in PubChem BioAssay by several laboratories.
hERG rescue – compounds protecting human hERG from proarrhythmic drug block. activation (rescue from dofetilide block), less the hit threshold, % at 10 µM. 0.51% of 310,000 active. CHO-hERG, FluxOR thallium flux, dofetilide IC70 present. Q12809;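 active means activation above the mean of controls blocked by dofetilide plus 5 SD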;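 further: thallium influx through hERG after potassium depolarization seen as dye fluorescence rise; in these data hits start at about 4.7%; inactives centre near -7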
Target sequence (Q12809 whole entry, looked up): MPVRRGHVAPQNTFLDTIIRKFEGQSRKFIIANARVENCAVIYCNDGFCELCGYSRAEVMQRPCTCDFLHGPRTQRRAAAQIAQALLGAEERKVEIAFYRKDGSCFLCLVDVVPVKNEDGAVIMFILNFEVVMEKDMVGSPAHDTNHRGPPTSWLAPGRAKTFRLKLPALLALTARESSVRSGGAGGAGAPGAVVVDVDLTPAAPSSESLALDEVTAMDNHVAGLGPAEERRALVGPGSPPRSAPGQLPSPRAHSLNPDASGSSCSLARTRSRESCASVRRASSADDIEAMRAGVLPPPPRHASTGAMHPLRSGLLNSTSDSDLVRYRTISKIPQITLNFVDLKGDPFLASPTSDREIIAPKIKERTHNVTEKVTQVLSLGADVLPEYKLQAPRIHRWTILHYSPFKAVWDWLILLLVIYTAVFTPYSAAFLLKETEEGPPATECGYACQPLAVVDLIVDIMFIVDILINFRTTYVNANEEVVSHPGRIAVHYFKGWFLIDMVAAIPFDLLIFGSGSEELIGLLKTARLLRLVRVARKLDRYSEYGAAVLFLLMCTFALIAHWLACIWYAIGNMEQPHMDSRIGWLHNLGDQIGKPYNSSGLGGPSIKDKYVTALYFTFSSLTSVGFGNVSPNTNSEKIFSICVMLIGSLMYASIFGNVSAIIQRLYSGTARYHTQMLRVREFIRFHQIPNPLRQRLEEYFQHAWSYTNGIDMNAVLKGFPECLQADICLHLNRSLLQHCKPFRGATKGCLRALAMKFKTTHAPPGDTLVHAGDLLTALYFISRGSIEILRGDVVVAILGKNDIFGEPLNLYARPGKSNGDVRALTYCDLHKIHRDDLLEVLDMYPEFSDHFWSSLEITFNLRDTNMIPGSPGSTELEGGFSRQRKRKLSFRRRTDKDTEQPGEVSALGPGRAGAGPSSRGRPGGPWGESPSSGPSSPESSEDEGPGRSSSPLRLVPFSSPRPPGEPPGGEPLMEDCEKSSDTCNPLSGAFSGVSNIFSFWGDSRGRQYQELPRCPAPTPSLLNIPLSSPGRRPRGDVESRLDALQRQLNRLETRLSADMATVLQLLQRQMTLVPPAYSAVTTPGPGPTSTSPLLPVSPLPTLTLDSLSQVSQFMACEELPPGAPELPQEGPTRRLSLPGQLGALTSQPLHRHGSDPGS
TRPC4 act – opens the mouse TRPC4 cation channel; Q9QUQ5; HEK293 TRPC4beta/mu-opioid, Fluo4 calcium fluorescence; active compounds read high; B-score at 10 µM; 0.49% of 310,000 active;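 active means B-score above 5 SD of library B-scores, and initial fluorescence ratio not above library mean plus 5 SD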;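 further: positive B-score marks a calcium rise read as TRPC4 activation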
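Material: HEK293 stable line with TRPC4beta plus mu-opioid receptor; technique: Fluo4 calcium-sensitive dye fluorescence, kinetic, 1 Hz baseline; timing: Fluo4 dye loading 45 min at room temperature, 110 s recording; controls: assay buffer as low control, maximal DAMGO as high control; read-out: integrated baseline-normalised fluorescence ratio, converted to per-well B score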
Dyrk1A ADPGlo – blocks rat Dyrk1A kinase activity; ADP-Glo luminescence, NFATc1 peptide; inhibition, % at 12.5 µM; 0.43% of 310,000 active; AID 504441; in the data active means inhibition above about 50%;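 further: plate controls were vehicle with enzyme for no effect and no enzyme for full effect; many of its hits are not listed in these tables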
KCNQ1 act – human KCNQ1 channel potentiation or activation; P51787; CHO-K1 KCNQ1, thallium flux FluxOR fluorescence; active compounds read high; B-score at 10 µM; 0.35% of 310,000 active; AID 2648;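 active means fluorescence ratio B-score, a plate-corrected score, at least three library SD, with initial intensity B-score within 5 SD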
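Schedule – 37 °C overnight plating, 90-min dark dye load, 20-min compound pretreatment · System – stable KCNQ1 CHO-K1 line · Probe or stimulus – thallium- and potassium-containing depolarizing buffer · Measured by – kinetic FluxOR fluorescence, 10 s baseline plus 110 s post-stimulus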
TMEM16A act – activates or potentiates the mouse TMEM16A chloride channel; B-score at 10 µM; HEK293 TMEM16A/YFP-H148Q/I152L, iodide quench fluorescence; active compounds read low; AID 623877; Q8BHY3; 0.3% of 340,000 active;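 active means fluorescence-ratio B-score plate-corrected deviation score at least 3 library SD below zero, with starting fluorescence score within 5 deviations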;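 further: channel opened by trigger with iodide after compound preincubation; score built on the fluorescence ratio of max minus min over baseline; more negative score means more quench and so TMEM16A activation or potentiation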
ANO1 block – mouse TMEM16A channel inhibition, primary screen; HEK293 TMEM16A/YFP iodide influx fluorescence, ionomycin; normalized B-score (activity score, 25-100; higher = stronger inhibition) at 10 µM; 1.2% of 310,000 active; AID 588511;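 active means ratio plate-corrected score three or more library SD toward inhibition, starting fluorescence score within five deviations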;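 further: score derived from kinetic fluorescence span divided by baseline fluorescence per well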
KCNK9 inh – inhibitors of human KCNK9 two-pore domain potassium channel; HEK293 KCNK9, FluxOR thallium flux fluorescence; active compounds read low; B-score at 10 µM; 1.2% of 310,000 active; AID 488922;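 active means ratio B-score over 3 SD below the library mean, with starting fluorescence within 5 SD of its mean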;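 further: negative B-score means less thallium flux so channel inhibition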
KCNK3 block – human KCNK3 channel inhibition, primary screen. O14649. CHO-KCNK3 thallium flux, FluxOR fluorescence; active compounds read low. B-score at 10 µM. 0.84% of 340,000 active;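 active means B-score under library mean minus 4 SD, starting fluorescence ratio at most library mean plus 5 SD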;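 further: more negative B-score means stronger inhibition of thallium flux through KCNK3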
HDAC3 inh – blocks human histone deacetylase 3; AID 2718; 0.15% of 320,000 active; recombinant HDAC3, fluorogenic peptide/trypsin coupled, fluorescence; inhibition, % at 8.3 µM; O15379; in the data active means inhibition above about 26%, passing the limit was not always enough
TRPC4 PAM – allosterically enhances the mouse TRPC4 cation channel | Q9QUQ5 | HEK293 TRPC4beta/mu-opioid, DAMGO EC20, Fluo-4 Ca2+ flux; active compounds read high | B-score at 10 µM | 0.42% of 310,000 active;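 active means B-score of calcium response area above 5 SD of library B-scores, with initial fluorescence ratio within 5 SD of library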;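 further: B-score of integrated fluorescence ratio over time as area under calcium response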
KCNQ1 inh – human KCNQ1 channel inhibition; P51787; CHO-K1 KCNQ1, FluxOR thallium flux fluorescence; active compounds read high; B-score at 10 µM; 1.3% of 310,000 active;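 active means compounds whose thallium flux B-score, printed positive for inhibition, exceeds three library SD while starting fluorescence stays within three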;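 further: channel opened by potassium depolarization with thallium stimulus after 20 min compound exposure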
* hit, by the source's call; i = inactive; / = not tested or not shown. Only part of the results is shown. The share of hits here may be higher or lower than overall.

SMILES | hERG rescue | TRPC4 act | Dyrk1A ADPGlo | KCNQ1 act | TMEM16A act | ANO1 block | KCNK9 inh | KCNK3 block | HDAC3 inh | TRPC4 PAM | KCNQ1 inh
O=C(NNS(=O)(=O)c1ccccc1Cl)c1nn(-c2ccc(F)cc2)ccc1=O | -5 | i | -2 | i | i | i | i | i | 3 | i | i
CN(c1ccc(C(=O)Nc2ccc3c(c2)OCCO3)cc1)S(C)(=O)=O | -2 | i | 7 | i | i | i | i | i | -4 | i | i
O=[N+]([O-])c1cccc(-c2nnc3ccc4ccccc4n23)c1 | -6 | i | 3 | i | i | i | i | i | -3 | i | i
CC1(C)NC(=O)N(CC(=O)N2CCCC(C(F)(F)F)C2)C1=O (centres undefined) | -16 | i | -16 | i | i | i | i | i | / | i | i
CC[C@@]1(O)C(=O)OCc2c1cc1n(c2=O)Cc2cc3c(N)cccc3nc2-1 | -3 | i | / | i | i | i | i | i | -7 | i | i
CC(C)=NNC(=O)c1c(O)c2ccccc2[nH]c1=O | -14 | i | 0 | i | i | i | i | i | 4 | i | i
Cc1c(C(=O)N2CCc3ccccc32)cnn1C | -3 | i | -8 | i | i | i | i | i | -3 | i | i
CCn1cc([N+](=O)[O-])c(C(=O)Nc2nc(-c3ccc(C)cc3)c(C)s2)n1 | -6 | i | 3 | i | i | i | i | i | -2 | i | i
CCNC(=O)CCSc1nnc(-c2ccco2)o1 | -3 | i | -1 | i | i | i | i | i | 2 | i | i
COc1ccc(-c2nc(SC(CC(=O)NCCO)c3cccs3)n[nH]2)cc1 (centres undefined) | -11 | i | / | i | i | i | i | i | -4 | i | i
CC(C)C(C(=O)NCc1ccco1)N(Cc1ccco1)C(=O)CNS(=O)(=O)c1ccc(F)cc1 (centres undefined) | -7 | i | -2 | i | i | i | i | i | 1 | i | i
CC(=O)/C(=N\Nc1ccccc1)Sc1nnc(-c2ccccc2)n1-c1ccccc1 | -2 | i | 2 | i | i | i | i | i | 1 | i | i
CCOC(=O)c1cc(-c2ccccc2)sc1NC(=O)CN1C(=O)NC(CC)(c2ccc(F)cc2)C1=O (centres undefined) | -11 | i | -4 | i | i | i | i | i | -6 | i | i
CCOc1cc(S(=O)(=O)NCC2CCCO2)ccc1F (centres undefined) | -12 | i | -5 | i | i | i | i | i | -3 | i | i
C/C(CC(=O)NCc1ccco1)=N\NC(=O)Cc1cccc2ccccc12 | -4 | i | 4 | i | i | i | i | i | -4 | i | i
CCN(CC(=O)NCCc1ccc(S(N)(=O)=O)cc1)Cc1nc2cc(OC)c(OC)cc2c(=O)[nH]1 | -5 | i | 6 | i | i | i | i | i | 5 | i | i
O=C(OCc1c(Cl)cccc1Cl)c1ccncc1 | -11 | i | 3 | i | i | i | i | i | -2 | i | i
COc1ccc(Cl)cc1NC(=O)C1CCN(S(C)(=O)=O)CC1 | -11 | i | 8 | i | i | i | i | i | -5 | i | i
COC(=O)C(C)N(C(=O)c1ccc(C(=O)c2ccccc2)cc1)c1c(C)cccc1C (centres undefined) | -4 | i | 10 | i | i | i | -9* | -11* | 5 | i | i
Cc1ccccc1S(=O)(=O)Cc1ccc(C(=O)NCCCN2CCN(C)CC2)o1 | -14 | i | -5 | i | i | i | i | i | -6 | i | i
CC(=O)N(c1c(C)n(C)n(-c2ccccc2)c1=O)C1(C(=O)NC2CCCCC2)CCCCC1 | -13 | i | -2 | i | i | i | i | i | 5 | i | i
COCCn1c(NCc2ccco2)nc2c1c(=O)[nH]c(=O)n2C | -7 | i | -1 | i | i | i | i | i | 0 | i | i
CCCN1Cc2cccc(C(=O)N3CCN(c4ccccc4)CC3)c2C1=O | -7 | i | -6 | i | i | i | i | i | 6 | i | i
Cc1cccc(Nc2ncnc3nc[nH]c23)c1 | -5 | i | 19 | i | i | i | i | i | 1 | i | i
O=c1[nH]c(CSc2nnnn2-c2ccc(Cl)cc2)nc2ccccc12 | -2 | i | 7 | i | i | i | i | i | 0 | i | i

Next compounds follow.
SMILES | hERG rescue | TRPC4 act | Dyrk1A ADPGlo | KCNQ1 act | TMEM16A act | ANO1 block | KCNK9 inh | KCNK3 block | HDAC3 inh | TRPC4 PAM | KCNQ1 inh
COc1ccc(-n2nnc3c(=O)n(CC(=O)N4CCCc5ccccc54)cnc32)cc1 | -1 | i | -3 | i | i | i | i | i | -2 | i | i
COc1cc2c(cc1NC(=O)c1cccc([N+](=O)[O-])c1C)oc1ccccc12 | -15 | i | 4 | i | i | i | i | i | -11 | i | i
CCC(=O)Nc1ccc(C(=O)NNC(=O)c2cc([N+](=O)[O-])cc([N+](=O)[O-])c2)cc1 | 3 | i | -2 | i | i | i | i | i | -9 | i | i
CC(=O)c1cccc(NC(=O)c2ccc3c(c2)CCCC3)c1 | -11 | i | / | i | i | i | i | i | 1 | i | i
Cc1cccc(N(Cc2ccccc2)C(=O)Cc2ccc(S(=O)(=O)N3CCOCC3)s2)c1 | -17 | i | 3 | i | i | i | i | i | 6 | i | i
N#CC1(NC(=O)COC(=O)c2ccccc2SCC(=O)N2CCCC2)CCCCC1 | -5 | i | 2 | i | i | i | i | i | 5 | i | i
Cc1cc2c(cc1S(=O)(=O)CCC(=O)NC1CCCCC1C)OCC(=O)N2 (centres undefined) | -11 | i | 3 | i | i | i | i | i | 2 | i | i
CCn1c(SCC(=O)NC2(C#N)CCCCC2)nc2ccccc2c1=O | -16 | i | -8 | i | i | i | i | i | -7 | i | i
Cc1nc(Nc2ccc(Cl)c(Cl)c2)sc1C(=O)Nc1ccccc1 | -6 | i | 2 | i | i | i | i | i | -3 | i | i
Cn1c(=O)[nH]c(=O)c2c1nc(N/N=C/c1ccncc1)n2Cc1ccc(F)cc1 | -6 | i | / | i | i | i | i | i | -3 | i | i
CCOC(=O)CCSc1nc(C)c2cc(OC)ccc2n1 | -6 | i | 4 | i | i | i | i | i | -5 | i | i
O=C(NCc1ccc(F)cc1)C1CCN(S(=O)(=O)c2ccc(Cl)cc2)CC1 | -1 | i | 0 | i | i | i | i | i | 1 | i | i
CCOc1cc(CNCCSc2nnnn2C)cc(Br)c1OCc1ccc(F)cc1 | -22 | i | 2 | i | i | i | i | i | 9 | i | i
C=CCn1c(SCC(=O)NC2CCCC2)nc2sc(C)cc2c1=O | -5 | i | 1 | i | i | i | i | i | / | i | i
Cc1ccc(S(=O)(=O)N2CCN(c3ccccc3)CC2)cc1C(N)=O | -5 | i | -2 | i | i | i | i | i | -1 | i | i
CCOc1ccc(Cl)cc1/C=C1/C(=O)ON=C1C | -2 | i | 1 | i | i | i | i | i | -2 | i | i
Cn1c2ccccc2c2nnc(SCC(=O)NCc3ccoc3)nc21 | -11 | i | -2 | i | i | i | i | i | -3 | i | i
CCOc1ccccc1NC(=O)CC1NCCNC1=O (centres undefined) | -15 | i | / | i | i | i | i | i | -2 | i | i
O=C(Cn1cnc2ccccc2c1=O)N1CCN(Cc2ccccc2)CC1 | -14 | i | -1 | i | i | i | i | i | 0 | i | i
COc1cc(CNCCc2c[nH]c3ccccc23)ccc1OCc1ccccc1F | -27 | i | / | i | i | i | i | i | 4 | i | i
C=CCc1ccc(O)c(-c2cc(CC=C)ccc2O)c1 | -12 | i | 11 | i | i | 100* | -17* | i | 3 | i | i
Cc1cc(OCC(=O)NCCO)cc(C)c1Cl | -9 | i | -6 | i | i | i | i | i | -3 | i | i
Cn1nnnc1SC1CC(=O)N(c2ccccc2)C1=O (centres undefined) | -2 | i | / | i | i | i | i | i | -7 | i | i
c1ccc2c(c1)nc1n2CCN1CCNC1CCCCC1 | -9 | i | -2 | i | i | i | i | i | -10 | i | i
Cc1cc(C(F)(F)F)nn1CC(=O)NCc1ccco1 | -5 | i | 13 | i | i | i | i | i | -11 | i | i

Next part.
SMILES | hERG rescue | TRPC4 act | Dyrk1A ADPGlo | KCNQ1 act | TMEM16A act | ANO1 block | KCNK9 inh | KCNK3 block | HDAC3 inh | TRPC4 PAM | KCNQ1 inh
COCCn1c(SCC(=O)Nc2cccc(OC)c2)nnc1-c1ccc(Cl)cc1 | -11 | i | -5 | i | i | i | i | i | 4 | i | i
Cc1onc(-c2c(Cl)cccc2Cl)c1C(=O)Nc1ccc(Cl)cn1 | -4 | i | / | i | i | i | i | i | 6 | i | i
Cc1sc2ncnc(Sc3ccccc3C(=O)Nc3ccccc3Cl)c2c1C | -13 | i | 3 | i | i | i | i | i | -1 | i | i
CCCCNC(=O)O[C@H]1C[C@@H]2CCN3C(=O)CCC[C@H]([C@H]1CC)[C@H]23 | -4 | i | 9 | i | i | i | i | i | -1 | i | i
COc1ccc(C(=O)NCC(=O)N/N=C/c2c(C)[nH]c3ccccc23)cc1 | -2 | i | -3 | i | i | i | i | i | 10 | i | i
Cc1cc(C)cc(NC(=O)c2ccccc2NC(=O)CCC(=O)O)c1 | -6 | i | -1 | i | i | i | i | i | 1 | i | i
O=C(c1ccc(F)cc1)C1CCN(C(=S)Nc2ccccc2)CC1 | -9 | i | 5 | i | i | i | i | i | -6 | i | i
Cc1c(C(=O)N2CCN(c3ccc(F)cc3)CC2)sc2nc(-c3ccccc3)cn12 | -9 | i | -3 | i | i | i | i | i | -4 | i | i
Cc1ccc(NC(=O)c2ccc([N+](=O)[O-])o2)c(C)c1 | -5 | i | -2 | i | i | i | i | i | 1 | i | i
O=C(Cn1nnc(-c2cccc(C(F)(F)F)c2)n1)NNS(=O)(=O)c1cccc(C(F)(F)F)c1 | -4 | i | -15 | i | i | i | i | i | -4 | i | i
Cc1ccccc1NC(=O)c1ccc(S(=O)(=O)N(C)C)cc1 | -5 | i | 2 | i | i | i | i | i | -1 | i | i
Cc1ccc(S(=O)(=O)c2nc(-c3cccs3)oc2NCc2cccnc2)cc1 | -20 | i | / | i | i | i | i | i | 0 | i | i
Cc1cccc(Cn2c(=O)c3c(nc4n3CCN4Cc3ccco3)n(C)c2=O)c1 | -11 | i | 0 | i | i | i | i | i | -7 | i | i
CCc1nc(SCCO)c2oc3ccccc3c2n1 | / | / | 7 | / | i | i | / | i | 9 | / | /
Cc1cc(S(=O)(=O)N2CCCCC2)c(C)s1 | -10 | i | -2 | i | i | i | i | i | -1 | i | i
COCCNC(=O)c1ccc(N2CCC3(CC2)OCCO3)c([N+](=O)[O-])c1 | -7 | i | -4 | i | i | i | i | i | -8 | i | i
CCN(CC(=O)Nc1ccc2c(c1)OCCO2)C(=O)/C=C/c1ccc(F)cc1 | -10 | i | 1 | i | i | i | i | i | 2 | i | i
